Screens (PubChem)
S1P2 antag – blocks the human S1P2 receptor | cell-based S1P2 antagonist assay, inhibition at 5 uM | O95136 | hit rate 0.21% among 97,000 | inhibition, % at 5 µM; in the data active = inhibition above about 45%;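 also: CRE beta-lactamase reporter cells expressing human S1P2 stimulated with S1P; 0% = agonist at EC80 alone and 100% = agonist plus reference antagonist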
CD11b adhes inh – inhibitors of human CD11b/CD18 binding to fibrinogen; AID 1497; P05107+P11215; inhibition, % at 10 µM; K562 CD11b/CD18 adhesion to fibrinogen, ATPlite luminescence; Mn2+ added to activate the integrin; hit rate 0.54% among 93,000;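 active = primary inhibition of 50% or more at 10 µM, then 40% or more on retest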; also: some results filed as inactive read as strong as hits
Target sequence (P05107 whole entry, looked up, other chains not shown): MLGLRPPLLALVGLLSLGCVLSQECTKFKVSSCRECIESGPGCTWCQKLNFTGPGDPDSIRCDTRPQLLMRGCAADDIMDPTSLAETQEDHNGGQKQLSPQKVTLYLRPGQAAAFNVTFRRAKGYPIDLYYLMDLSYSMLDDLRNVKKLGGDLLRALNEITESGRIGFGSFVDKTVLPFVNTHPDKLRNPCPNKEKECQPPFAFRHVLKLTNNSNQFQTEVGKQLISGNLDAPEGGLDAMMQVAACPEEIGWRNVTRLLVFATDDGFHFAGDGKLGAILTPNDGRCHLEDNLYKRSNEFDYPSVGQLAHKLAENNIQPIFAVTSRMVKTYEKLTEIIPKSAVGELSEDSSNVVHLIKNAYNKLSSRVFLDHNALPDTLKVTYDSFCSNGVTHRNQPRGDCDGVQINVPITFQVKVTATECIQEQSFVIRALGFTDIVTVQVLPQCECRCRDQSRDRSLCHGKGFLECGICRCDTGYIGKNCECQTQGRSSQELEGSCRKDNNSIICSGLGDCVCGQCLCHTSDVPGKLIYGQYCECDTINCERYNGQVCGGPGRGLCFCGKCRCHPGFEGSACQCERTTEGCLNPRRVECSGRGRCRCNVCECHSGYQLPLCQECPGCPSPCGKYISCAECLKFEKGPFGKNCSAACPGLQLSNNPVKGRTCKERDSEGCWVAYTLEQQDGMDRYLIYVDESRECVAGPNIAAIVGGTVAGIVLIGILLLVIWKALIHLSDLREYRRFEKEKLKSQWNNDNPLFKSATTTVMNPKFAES
PostGolgi ctrl – inhibits growth of the yeast control strain. efflux-deficient yeast background strain, growth absorbance A615, 16 h. inhibition, % at 10 µM. hit rate 5% among 98,000
S1P2 agonist – agonists of human S1P2 receptor; activation, % at 4.5 µM; S1P2-expressing cell line, agonist reporter read-out; AID 729; hit rate 0.46% among 97,000; in the data active = activation above about 16%;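 also: 0% = vehicle low control and 100% = maximal reference agonist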
PLAP activator – activators of human placental alkaline phosphatase; purified PLAP enzyme, luminescent substrate read-out; hits give high values; activation fold at 20 µM; P05187; hit rate 1.2% among 96,000; AID 696; in the data active = activation fold above about 2
sEH inh – soluble epoxide hydrolase (human) inhibition. P34913. recombinant human sEH enzymatic activity assay. inhibition, % at 2 µM. hit rate 0.34% among 91,000; in the data active = inhibition above about 80%; also: values of inactives mirror those of a sister screen read the other way; many of its hits are not listed in these tables
sEH act – increases human soluble epoxide hydrolase activity; purified human sEH enzymatic activity, activator screen; activation, % at 2 µM; hit rate 0.04% among 91,000; in the data active = activation above about 37%; also: values of inactives mirror those of a sister screen read the other way
Ecoli WT expand – growth inhibitors of E. coli BW25113 wild type. OD600 absorbance. growth inhibition, % at 100 µM. hit rate 0.15% among 98,000. AID 710;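 active = growth inhibition above about 50% at one test dose, limit read from the data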;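 also: growth measured after 20 h incubation at 37 °C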
PostGolgi yeast – growth inhibition of a yeast mutant, post-Golgi transport screen. post-Golgi transport phenotypic cell assay. inhibition, % at 10 µM. hit rate 0.9% among 98,000;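 also: yeast cells grown in 1536-well plates; yeast grown about 18 h at 30C before absorbance read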
* marks the source's active call; other numbers are inactive results; nt = not tested or not shown. Rule as the data show it, unless noted: active = inhibition above about 30%; inactive = the rest. Outcome played no part in choosing rows; overall some 7.1% were active at least once.

Molecule,sEH act,S1P2 antag,Ecoli WT expand,sEH inh,S1P2 agonist,CD11b adhes inh,PostGolgi ctrl,PLAP activator,PostGolgi yeast
CCOC(=O)c1[nH]c(C)c(C(=O)NCCC2=CCCCC2)c1C,-8,-14,-5,11,-3,-23,22,0.9,5
COc1cccc(C2=NOC(C(=O)Nc3ccccc3SC)C2)c1 (stereo not drawn),0,-2,0,2,-9,-11,5,0.8,4
Cn1c(N)c(C(=O)COC(=O)c2ccc3c(c2)OCCO3)c(=O)n(C)c1=O,-1,6,-6,3,-5,-8,6,1,-6
Cc1ccnc(Nc2nc3ccccc3o2)n1,nt,nt,7,nt,nt,5,1,1.9,-8
COc1ccc(-c2ccc(-c3noc(-c4ccccc4)n3)c(OC)n2)cc1,2,-3,-15,-4,-6,-20,2,1.2,3
CSc1nc2[nH]c3c(c2c2ncnn12)CCCC3,nt,nt,-2,nt,nt,-22,-2,0.6,-1
O=C1C(Cl)=C(NCCCO)C(=O)c2ccccc21,-1,2,17,3,0,-17,14,0.7,-1
COc1ccc2c(C(=O)CN3CCC(C)CC3)c[nH]c2c1,3,11,5,-6,-3,-4,4,0.7,-7
CC(CC(=O)Nc1cc(C(F)(F)F)ccc1Cl)c1ccccc1 (stereo not drawn),-49,1,-4,50,1,-1,16,1.1,-1
O=S(=O)(c1cccs1)n1cccn1,23,19,0,-22,-4,-6,3,0.9,-2
Brc1cccc(-c2nnc3n2CCC3)c1,4,5,11,-5,-3,0,-2,0.9,1
COC(=O)c1nn(-c2ccccc2)c(Sc2ccc(OC)cc2)c1/C=N/O,1,-2,0,-3,-1,2,6,1.2,2
Cc1cccc(-n2nc3c(c2NC(=O)c2ccc(S(=O)(=O)N4CCOCC4)cc2)CSC3)c1C,-9,2,5,10,-6,15,-6,1.2,9
CC(C)c1[nH]nc2c1C(c1ccc(OC(=O)c3ccco3)cc1)C(C#N)=C(N)O2 (stereo not drawn),-4,9,-3,5,-2,-31,17,1,-5
Brc1ccc(-c2ccc(/C=N/Nc3nncc(-c4ccccc4)n3)o2)cc1,14,-7,-21,-13,-2,7,9,0.8,-4
C=CCOC(=O)C1=C(C)OC(N)=C(C#N)C1c1ccc2c(c1)OCO2 (stereo not drawn),-19,-12,-9,23,-3,16,3,1.2,1
Cc1cc(=O)c2cccc(Br)c2[nH]1,-4,-26,nt,3,-6,nt,nt,nt,nt
Cc1cc(NC(=O)CCC(=O)N(c2ccccc2)C(C(=O)NCC2CCCO2)c2cccnc2)no1 (stereo not drawn),5,1,0,-6,-1,-3,9,1.3,-3
O=C(CCC(=O)Nc1ccccc1)NNC(=O)c1cccs1,3,15,6,-1,-5,nt,7,1.2,-12
CC(C)c1nccn1S(=O)(=O)c1cc(Cl)ccc1Cl,-4,15,4,2,-5,3,-5,0.9,4
CC1CCc2c(sc3ncnc(NCCCOC(C)C)c23)C1 (stereo not drawn),6,-21,10,-5,-2,8,32*,1.7,2
CC(C)(C)c1nc2ccccc2c2nnc(SCC(=O)Nc3nccs3)n12,4,9,-3,0,-5,nt,7,0.8,-6
O=C(NCc1cccc(Cl)c1)c1cnccn1,4,-1,6,-2,-7,-10,7,1.4,1
Cc1ccc(Oc2ncc(CN3CCOCC3)s2)cc1,1,15,8,-2,-3,nt,-2,1,1
COc1ccccc1C(=O)N/C(=C\c1ccc(Br)cc1)C(=O)NCCO,-10,-13,6,8,0,-31,-2,1.1,1
O=C(O)C1CCCCC1C(=O)NC1CCCCC1 (stereo not drawn),-4,-7,-4,2,-3,-8,8,1.1,-4
O=S1(=O)C=C(Oc2ccc(F)cc2)c2ccccc21,-4,11,5,4,-7,-7,-9,0.9,5
[2H]c1c([2H])c([2H])c(C(=O)c2sc(N3CCCCCC3)nc2-c2ccccc2)c([2H])c1[2H],2,-9,-21,0,-5,1,16,0.9,-3
CC1(C)CC(=O)c2sc(N3CCCCC3)nc2C1,-8,-9,1,7,-6,0,-3,0.9,12
CCC1(c2ccc(F)cc2)NC(=O)N(CC(=O)c2ccc[nH]2)C1=O (stereo not drawn),16,4,-1,-13,-5,-22,2,1,-4

A run of entries of the results above:
Molecule,sEH act,S1P2 antag,Ecoli WT expand,sEH inh,S1P2 agonist,CD11b adhes inh,PostGolgi ctrl,PLAP activator,PostGolgi yeast
CC1CCc2c(sc3ncnc(NCCCOC(C)C)c23)C1 (stereo not drawn),6,-21,10,-5,-2,8,32*,1.7,2
CC(C)(C)c1nc2ccccc2c2nnc(SCC(=O)Nc3nccs3)n12,4,9,-3,0,-5,nt,7,0.8,-6

Next results follow:
Molecule,sEH act,S1P2 antag,Ecoli WT expand,sEH inh,S1P2 agonist,CD11b adhes inh,PostGolgi ctrl,PLAP activator,PostGolgi yeast
O=C1CSC(c2ccc(Cl)cc2)N1C1CCCCC1 (stereo not drawn),2,-11,10,-4,-5,-6,20,0.9,0
CCOP(=O)(OCC)c1nc(-c2ccc(C)cc2)oc1N1CCOCC1,15,19,nt,-18,4,nt,nt,nt,nt
COc1cc(NC(=O)c2cnn3c(C)cc(C)nc23)c(OC)cc1Cl,-6,-19,-5,7,-8,-9,41*,1.2,0
O=C(Cn1c(=O)n(-c2ccccc2)c(=O)c2sccc21)N1CCCC1,-8,6,-1,7,-4,-8,5,nt,2
Cc1cccc(C)c1NC(=O)CCN1C(=O)C2C3CCC(C3)C2C1=O (stereo not drawn),-13,-18,2,16,0,-8,-6,1.1,2
O=C1CN(C(=O)c2ccccc2)c2ccccc2N1,10,-21,3,-12,-3,0,19,0.9,-4
O=C1CCc2cc(S(=O)(=O)N3CCC(C(=O)NCc4ccccn4)CC3)ccc2N1,nt,nt,-4,nt,nt,-2,-7,1.2,12
O=C(CCCn1c(=O)[nH]c2ccsc2c1=O)NCc1cccs1,-2,13,7,4,-9,nt,0,1.2,16
COc1ccc(C(=O)c2ccccc2)c2c(O)ccc(C(=O)c3ccccc3)c12,17,-30,-2,-18,-2,51*,21,1.2,7
CCCOc1nnnn1-c1ccccc1,20,15,0,-16,-3,4,-4,1,-4
Cn1c(SCC(=O)N2c3ccccc3Sc3ccccc32)nnc1-c1ccco1,-16,-1,5,16,-7,-26,26,1.4,2
O=C(OCC(=O)c1cccs1)c1ccccc1,nt,nt,13,nt,nt,-20,6,0.9,5
CC1CCCC(C)N1NC(=O)c1ccc(Cl)c(S(N)(=O)=O)c1 (stereo not drawn),-13,23,-3,14,-4,7,-5,0.9,-15
CCCCn1nnnc1SCC(=O)Nc1ccc(N(C)C)cc1,-6,-7,2,8,0,-6,-8,0.7,9
CN(Cc1ccccc1)c1nc2c(c(=O)n(C)c(=O)n2C)n1CCSc1ncccn1,nt,nt,10,nt,nt,-11,6,1.4,-7
Cc1nn(Cc2ccccc2)c(C)c1C(=O)OCC(=O)c1cc(C)n(C2CC2)c1C,2,10,-6,-2,-8,23,-3,1.3,-7
Cc1c(Cl)cccc1N(CC(=O)O)S(C)(=O)=O,-8,5,-1,11,-8,-1,14,1.1,0
COc1ccccc1CNCc1cc(OC)c(OC)cc1OC,nt,nt,1,nt,nt,-27,-2,1.1,-4
O=C(O)CN1C(=O)CC(Cc2ccccc2)C1=O (stereo not drawn),-5,3,-4,4,-11,4,2,1,-5
COc1ccc(C(=O)Oc2ccc(C(C)=O)cc2)c(OC)c1,-6,-2,0,4,-7,8,-3,1,11
CCCn1c(NCCO)nc2ccccc21,2,-2,6,0,-4,-14,1,1,10
Cc1ccc(C2CC(c3cccs3)n3nc(N)nc3N2)cc1 (stereo not drawn),-12,10,-7,10,-3,-9,4,1.1,-3
O=C1c2ccccc2S(=O)(=O)N1CC(O)COc1ccc(Br)cc1 (stereo not drawn),-4,5,-4,4,-2,22,1,1.1,-2
N#Cc1cnn(CC2CCCCC2)c1N,nt,nt,9,nt,nt,3,7,1,-3
N#Cc1ccc(COC(=O)CSc2nnc(C3CCCCC3)n2N)cc1,11,13,-5,-10,-17,-8,3,0.9,22
Cc1cc(C(=O)Nc2nc3c(s2)CCCC3)no1,-1,-3,1,2,1,1,19,1.1,4
CCOC(=O)C1=C(O)CSC1=Nc1ccc(Cl)cc1,nt,nt,3,nt,nt,-10,1,1,16
Nc1nc(-c2ccc(Cl)cc2)nn1C(=O)c1cccnc1,-2,-15,-1,4,-2,-24,1,0.9,-6
Cc1ccc(C(=O)Nc2cccnc2)cc1NC(=O)c1ccco1,9,-15,6,-6,-4,-4,-4,0.9,20
COc1ccc(C2C(C(=O)NCCN(C)C)c3cc(OC)c(OC)cc3C(=O)N2C)cc1OC (stereo not drawn),nt,nt,-5,nt,nt,-35,2,1.3,-1

Quoted from the listing.
Value of Nc1nc(-c2ccc(Cl)cc2)nn1C(=O)c1cccnc1 in PLAP activator: 0.9
Value of Cc1ccc(C(=O)Nc2cccnc2)cc1NC(=O)c1ccco1 in PostGolgi ctrl: -4

The listing continues:
Molecule,sEH act,S1P2 antag,Ecoli WT expand,sEH inh,S1P2 agonist,CD11b adhes inh,PostGolgi ctrl,PLAP activator,PostGolgi yeast
O=C(NCCC(c1ccccc1)c1ccccc1)c1ccc(Br)o1,-97,-14,-9,97*,-4,15,29,0.9,-4
O=C(NCc1n[nH]c(=S)n1-c1ccc(F)cc1)c1ccc(S(=O)(=O)N2CCCC2)cc1,-29,-10,2,28,-8,3,6,1.4,1
Cc1ccccc1C(=O)Nc1nncs1,13,-13,-1,-10,-5,-11,5,0.9,-7
CCOc1ccc2noc3c2c1C(=O)c1ccccc1-3,9,-47,6,-7,-5,0,-7,1.1,-2
O=C1c2ccccc2C(=O)N1CCOCCN1C(=O)c2ccccc2C1=O,2,-8,-5,-1,-8,-5,7,0.9,2
CC(=O)Nc1ccc(NC(=O)CN2CCCC(C)C2)c(Cl)c1 (stereo not drawn),17,2,5,-17,-7,8,-5,1.3,-7

An excerpt from above in order of SMILES length, rising:
Molecule,sEH act,S1P2 antag,Ecoli WT expand,sEH inh,S1P2 agonist,CD11b adhes inh,PostGolgi ctrl,PLAP activator,PostGolgi yeast
CCCn1c(NCCO)nc2ccccc21,2,-2,6,0,-4,-14,1,1,10
Cc1cc(C(=O)Nc2nc3c(s2)CCCC3)no1,-1,-3,1,2,1,1,19,1.1,4
CCOc1ccc2noc3c2c1C(=O)c1ccccc1-3,9,-47,6,-7,-5,0,-7,1.1,-2
CCOC(=O)C1=C(O)CSC1=Nc1ccc(Cl)cc1,nt,nt,3,nt,nt,-10,1,1,16
Cc1ccc(C2CC(c3cccs3)n3nc(N)nc3N2)cc1 (stereo not drawn),-12,10,-7,10,-3,-9,4,1.1,-3
Cc1ccc(C(=O)Nc2cccnc2)cc1NC(=O)c1ccco1,9,-15,6,-6,-4,-4,-4,0.9,20
CC(=O)Nc1ccc(NC(=O)CN2CCCC(C)C2)c(Cl)c1 (stereo not drawn),17,2,5,-17,-7,8,-5,1.3,-7
N#Cc1ccc(COC(=O)CSc2nnc(C3CCCCC3)n2N)cc1,11,13,-5,-10,-17,-8,3,0.9,22
O=C1c2ccccc2S(=O)(=O)N1CC(O)COc1ccc(Br)cc1 (stereo not drawn),-4,5,-4,4,-2,22,1,1.1,-2
O=C1c2ccccc2C(=O)N1CCOCCN1C(=O)c2ccccc2C1=O,2,-8,-5,-1,-8,-5,7,0.9,2
COc1ccc(C2C(C(=O)NCCN(C)C)c3cc(OC)c(OC)cc3C(=O)N2C)cc1OC (stereo not drawn),nt,nt,-5,nt,nt,-35,2,1.3,-1
O=C(NCc1n[nH]c(=S)n1-c1ccc(F)cc1)c1ccc(S(=O)(=O)N2CCCC2)cc1,-29,-10,2,28,-8,3,6,1.4,1
